D1 antag = blocks dopamine activation of the human D1 receptor; P21728; activity change, negative = inhibition, % at 10 µM; AID 504652; HEK293 TREx D1 cells, calcium flux, dopamine EC80; active compounds read low; 360,000 tested, 3.2% active; in the data active = activity change below about -30%; also: % is scaled to controls: 0 for no effect and ±100 for the full control effect
Target sequence (P21728 whole entry, looked up): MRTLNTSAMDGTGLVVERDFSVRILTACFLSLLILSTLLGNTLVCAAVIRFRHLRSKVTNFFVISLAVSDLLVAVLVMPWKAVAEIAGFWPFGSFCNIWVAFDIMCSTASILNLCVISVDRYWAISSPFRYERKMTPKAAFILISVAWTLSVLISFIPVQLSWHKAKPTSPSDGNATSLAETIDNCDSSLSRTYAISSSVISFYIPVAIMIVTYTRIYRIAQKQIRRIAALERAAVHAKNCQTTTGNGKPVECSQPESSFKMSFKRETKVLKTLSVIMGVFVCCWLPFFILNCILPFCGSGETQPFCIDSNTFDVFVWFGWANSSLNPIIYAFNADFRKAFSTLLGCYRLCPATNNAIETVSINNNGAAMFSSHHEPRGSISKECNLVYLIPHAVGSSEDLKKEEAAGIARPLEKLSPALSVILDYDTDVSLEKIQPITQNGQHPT
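HEK293 T-REx cells expressing inducible, force-coupled D1 receptor; no-wash Ca dye, 30–90 min RT. Cmpd → 180 s read at 1 Hz → EC80 DA → 180 s read.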
D1 agonist = human D1 receptor agonism. P21728. HEK293 T-REx D1 cells, calcium flux, agonist mode. activation, % at 2 µM. 360,000 tested, 1% active. AID 504660; in the data active = activation above about 30%; also: 0% is about no effect
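Tetracycline-induced HEK293 TREx D1 cells, force-coupled to calcium signalling, were dye-loaded with a no-wash calcium kit. Compound was pin-added after a 10 s baseline. Fluorescence was read kinetically at 1 cycle/s for 180 s, with calcium rises flagged as agonism.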
Glioma ERSR ind = induces the endoplasmic reticulum stress response in human glioma cells; U87-MG GRP78 promoter luciferase reporter, 16 h; Potency, µM, for the others: top-dose activation, hits mostly activators; 420,000 tested, 0.02% active; AID 602332; also: potency is read from the fitted curve at half-maximal effect; series mostly up to about 76 µM; % of control where 0% means no effect; nearly all actives have a fitted effect of over 35% in size
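ERSR induction read as luciferase luminescence (Bright-Glo, 10 min at room temperature) in stably transfected human U87-MG glioma cells exposed to compounds for 16 h, using GRP78 as sensor.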
D1 potentiator = human D1 dopamine receptor positive modulation; P21728; HEK293 TREx D1 cells, calcium flux, dopamine EC20 potentiation; potentiation, % at 10 µM; 360,000 tested, 0.036% active; AID 504651; in the data active = potentiation above about 30%; also: 0% is about no effect
Vif-APOBEC3G blk = inhibitors of Vif-APOBEC3G interaction | 410,000 tested, 0.076% active | Q9HC16 | HeLa A3G-eYFP + Vif (tagged APOBEC3G with the HIV-1 protein that degrades it), YFP fluorescence, overnight | Potency, µM (titrated, usually from 46.1 µM), without a hit: top-dose activity, negative = active, actives largely listed as inhibitors;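 also: potency is read from the fitted curve at half-maximal effect; % is scaled to controls: 0 for no effect and ±100 for the full control effect; nearly all actives have a fitted effect of over 60% in size; hits raise eYFP signal because A3G escapes Vif-driven loss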
Target sequence (Q9HC16 whole entry, looked up): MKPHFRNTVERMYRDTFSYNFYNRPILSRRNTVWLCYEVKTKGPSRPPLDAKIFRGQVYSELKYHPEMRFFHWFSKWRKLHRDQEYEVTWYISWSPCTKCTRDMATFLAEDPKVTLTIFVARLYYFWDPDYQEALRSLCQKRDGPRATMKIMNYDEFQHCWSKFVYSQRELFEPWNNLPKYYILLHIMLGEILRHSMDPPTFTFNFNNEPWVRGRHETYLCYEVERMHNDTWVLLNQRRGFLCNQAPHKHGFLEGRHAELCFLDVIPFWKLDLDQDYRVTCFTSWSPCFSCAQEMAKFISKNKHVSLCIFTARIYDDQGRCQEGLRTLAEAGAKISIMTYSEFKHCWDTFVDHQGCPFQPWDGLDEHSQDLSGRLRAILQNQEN
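Read-out is eYFP fluorescence (Ex 488/Em 500-530) from Vif-expressing HeLa A3G-eYFP cells; more signal means A3G escaped Vif-mediated degradation. Cells plated overnight, compound pinned in, incubated overnight at 37 deg C.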
RXFP1 ag = RXFP1 (human) receptor agonism; Q9HBX9; HEK293T-RXFP1 cAMP TR-FRET, 30 min; response scale: percent of porcine relaxin response, buffer zero; Potency, µM (top dose mostly 57.5 µM), without a hit: at the top dose activation, usual class: activators; 370,000 tested, 0.3% active; also: potency is read from the fitted curve at half-maximal effect; % is scaled to controls: 0 for no effect and ±100 for the full control effect; nearly all actives have a fitted effect of over 60% in size; many of its hits are not listed in these tables
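cAMP rise read by TR-FRET after 30 min, 37C compound exposure (up to 58 uM) in RXFP1-transfected HEK293 cells with Ro 20174 present. EC50 from Hill-equation fits, with 29 nM porcine relaxin as 100% and buffer as basal.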
Vif-A3F inh = blocks the Vif interaction with APOBEC3F; HeLa A3F-eYFP + Vif (tagged APOBEC3F with the HIV-1 protein that degrades it), YFP fluorescence increase; Potency, µM (doses to about 46.1 µM), for the others: top-dose activity, negative = active; 390,000 tested, 0.2% active; also: potency is read from the fitted curve at half-maximal effect; % of control where 0% means no effect; nearly all actives have a fitted effect of over 65% in size
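Fluorescence increase (Ex 488/Em 500-530) after overnight compound treatment at 37 deg C flags inhibition of Vif-driven A3F-eYFP loss in stable HeLa A3F-eYFP/Vif cells seeded overnight beforehand.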
D2 PAM = D2 dopamine receptor (human) potentiation; HEK293 T-REx D2, calcium flux, EC20 dopamine potentiation; potentiation, % at 10 µM; 340,000 tested, 0.34% active; AID 485347;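 active = potentiation over 3 SD above the plate norm, cut at about 30% in these data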; also: 0% is about no effect
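Tetracycline-induced Hek293 Trex D2 cells, force-coupled to calcium, loaded with no-wash calcium dye. Compound added with 180 s kinetic read for agonism, then EC20 dopamine and a further 180 s read for potentiation.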
RXFP1 antagonist = RXFP1 (human) relaxin receptor antagonism; Q9HBX9; HEK293-RXFP1, relaxin-stimulated cAMP HTRF, 30 min; active compounds read low; activity change, negative = inhibition, % at 57.5 µM; 350,000 tested, 0.59% active;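 active = activity change of -60% or lower, but not beyond a set lower limit; inconclusive = change between -60% and -40%, or beyond the set limit; inactive = change above -40%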; also: % is scaled to controls: 0 for no effect and ±100 for the full control effect
Active calls of the source: *; ? = inconclusive; nt = not tested or not shown; & = joins results of further samples. Unless noted, calls follow the shape of the dose curve; as a rule, active = well fitted curve in the direction sought with a large enough effect; inconclusive = small, poorly fitted or top-dose-only effect, or another doubt; inactive = no such curve, though single readings can be large; an effect the other way counts as inactive or inconclusive. Not all compounds are listed; count on the stated rates, not on these rows.

Every second line gives: D1 antag	D1 agonist	Glioma ERSR ind	D1 potentiator	Vif-APOBEC3G blk	RXFP1 ag	Vif-A3F inh	D2 PAM	RXFP1 antagonist
CCOc1ccc2[nH]c(=O)c(CN(CCc3ccccc3)C(=O)N3CCCC3)cc2c1
  32	1	-2%	-5	-4%	1.7%	-7%	13	-16
COc1ccc(S(=O)(=O)NCC2CCCN(C(=O)C=C(C)C)C2)cc1 (configuration not stated)
  6	1	-3%	-6	-1%	-0.7%	-3%	nt	-1
CCCc1cc(=O)oc2c3c(cc(OCC(=O)NCC4CCC(C(=O)O)CC4)c12)OC(C)(C)CC3 (configuration not stated)
  -7	2	7%	-3	3%	9.9%	-6%	10	nt
CSCCC(NS(=O)(=O)c1ccc2c(c1)oc(=O)n2C)C(=O)N1CCN(c2ccc(C(C)=O)cc2)CC1 (configuration not stated)
  19	-1	-4%	-3	3%	?	-2%	14	-6
COc1cccc(-c2cc(N3C(=O)Nc4ccccc4N3O)n[nH]2)c1
  -1	1	-3%	-5	2%	0.1%	-6%	-8	nt
COc1ccc(/C=C/c2ccc3cccc(O)c3n2)cc1Br
  11	9	10%	-2	2%	-0.7%	-1%	-1	-4
O=C(Nc1ccc(F)cc1)Nc1cccnc1Cl
  -16	1	16%	-4	-7%	-0.3%	2%	10	8
COc1cccc(CC(=O)NC2CCSc3ccccc32)c1 (configuration not stated)
  -3	-3	6%	3	-4%	0.1%	-24%	11	9
O=C1CN2C(=Nc3ccc(Br)cc3C2c2ccccc2)CCN1 (configuration not stated)
  -6	4	-3%	3	2%	-0.3%	-2%	-3	5
CCn1c(O)c(/C=C2\C=NN=C2c2ccc(C)cc2)sc1=S
  6	4	2%	-3	3%	5.3%	-2%	0	-2
CC1CCC2(CC1)NC(=O)N(NC(=O)c1cccs1)C2=O (configuration not stated)
  -21	-1	-2%	-1	-3%	1.4%	5%	nt	-4
COc1cccc(/C=N/NC(=O)CSCC(=O)Nc2ccccc2)c1O
  12	5	0%	-2	-1%	3.2%	3%	-3	-6
O=P(O)(c1ccc(Cl)cc1)c1ccc(Cl)cc1
  20	0	-4%	-3	0%	0.6%	-2%	6	-2
CC(=O)n1cc([C@H]2C=C(C(=O)Nc3ccccc3)O[C@@H](OCCCCO)C2)c2ccccc21
  6	10	2%	-2	-10%	-0.6%	6%	0	nt
COCCn1c(SCc2cccnc2)nnc1-c1c[nH]c2ccccc12
  23	2	-4%	nt	-2%	2.5%	1%	2	-2
O=C(Nc1ccc(C(=O)c2ccccc2)cc1)c1ccccc1
  9	8	-3%	-16	2%	3.7%	-3%	-3	-31
Cc1ccc(NC(=O)COc2ncnc3ccccc23)cc1S(=O)(=O)N1CCOCC1
  -5	2	-3%	-8	1%	3.1%	-7%	0	nt
O=C(COC(=O)c1cccs1)NCCc1ccc(F)cc1
  -3	2	-4%	0	0%	0.3%	3%	-4	16
CC(=O)Nc1ccc(S(=O)(=O)N2CCN(S(=O)(=O)c3ccccc3)CC2)cc1
  -23	4	0%	-10	-7%	-3.1%	2%	14	-12
COc1cccc(/C=C/c2ccncc2)c1OC
  16	1	-2%	-5	0%	2.2%	-9%	-2	0
CCOc1ccc(NC(=O)CN(C)C(=O)C2CC(=O)N(c3cccc(SC)c3)C2)cc1OCC (configuration not stated)
  nt	nt	0%	nt	3%	nt	0%	nt	-5
Cc1ccc(OCc2n[nH]c(=S)n2-c2ccc(Br)cc2)cc1
  11	13	2%	-4	-6%	1.3%	7%	-19	0
O=C(N/N=C/c1ccc2c(c1)OCO2)c1ccc(Cl)cc1Cl
  30	-1	3%	7	?	-0.4%	1%	-12	18
COc1cccc(-c2cc(C(=O)Nc3ccc4c(c3)OCO4)no2)c1
  2&-2	2&6	-1%&-2%	-1&0	-6%&2%	12%&19%	-9%&-12%	2&-6	4&-8
CCOC(=O)CNC(=O)CSc1ncnc2c1cnn2-c1ccc(OC)cc1
  -4	5	-7%	1	-6%	-1.6%	3%	7	5
Cc1cc2c(N)cccc2nn1
  0	10	-5%	-3	1%	-0.2%	-2%	-6	nt
CCN1CCN(c2c(S(=O)(=O)c3ccc(OC)cc3)cnc3cc(OC)c(OC)cc23)CC1
  -40*	0	1%	-9	-9%	0.9%	-14%	-9	0
CC(CCc1ccccc1)NC(=O)CN1CCN(Cc2ccccc2)C1=O (configuration not stated)
  7	0	-4%	-8	0%	0.4%	-8%	-7	18
Cc1cc(NC(=O)CSc2nc(-c3ccc(Cl)cc3)cs2)no1
  -46*	2	-3%	-3	-11%	2.1%	-3%	-5	-5
NC1=NS(=O)(=O)NC1c1ccc(Br)cc1 (configuration not stated)
  -18	3	-2%	-3	0%	0.2%	?	4	3

(continued)
Every second line gives: D1 antag	D1 agonist	Glioma ERSR ind	D1 potentiator	Vif-APOBEC3G blk	RXFP1 ag	Vif-A3F inh	D2 PAM	RXFP1 antagonist
Cc1cc(-c2ccccc2)n(-c2ccccc2)n1
  -15	-1	3%	4	-8%	2.4%	-16%	-19	-8
Cc1occc1-c1nnc(SCC(=O)Nc2ccccc2)n1C(C)c1ccccc1 (configuration not stated)
  -3	1	-7%	-1	3%	0.0%	3%	8	2
CC(=O)c1cccc(NS(=O)(=O)c2ccc3[nH]c4c(c3c2)CCCCC4)c1
  6	10	-4%	2	0%	0.0%	-11%	5	-13
CCN1C(=O)/C(=C\C(=O)c2cccs2)c2cc(Br)ccc21
  -8	1	-3%	-3	-1%	2.1%	-10%	7	-66*
Cc1ccc(C)c(N2CCN(C(=O)c3cccn3-c3nnc(N4CCCCC4)s3)CC2)c1
  16	2	-4%	-1	0%	-1.3%	6%	1	-10
CCCCn1c(=N)n(CCCOc2ccc(F)cc2)c2ccccc21
  -5	79*	-6%	-7	14%	-2.3%	-5%	4	-31
COc1ccc(C(=O)N2CCOC2CNC(=O)C(=O)NCc2ccc(F)cc2)cc1 (configuration not stated)
  -28	0	0%	-5	0%	1.6%	-6%	12	-7
CCC(C)N(C(=O)COC(=O)Cc1n[nH]c(=O)c2ccccc12)C1CCS(=O)(=O)C1 (configuration not stated)
  -1	0	-5%	-4	1%	0.3%	-10%	-2	-3
CCc1ccc(/C=C2\SC(=S)N(CCC(=O)NC3=NCCS3)C2=O)cc1
  4	3	nt	0	nt	-0.1%	nt	-1	nt
CCN1CCN(c2cc(C)c3cc(NC(=S)N(CC)CC)ccc3n2)CC1
  27	0	-3%	-4	0%	-2.0%	-11%	-5	1
O=C(CNC1CCCCC1)Nc1ccc(Cl)cc1
  -14	0	2%	1	1%	-1.4%	-16%	7	-6
Cc1cccc(NC(=O)C(C)C(=O)c2ccccc2)c1 (configuration not stated)
  -6	3	-1%	2	-3%	1.3%	7%	5	1
Cc1ccc2nc(-c3ccc(NC(=O)c4ccc(S(C)(=O)=O)cc4)cc3)sc2c1
  8	1	6%	0	5%	1.3%	-2%	10	7
C[C@@H](C(O)c1ccccc1)N(C)C(=O)CCc1ccccc1 (some centres not stated)
  4	4	3%	-1	-1%	0.7%	3%	8	nt
CCC(c1nnnn1Cc1ccc(F)cc1)N1CCN(C2CCCCC2)CC1 (configuration not stated)
  5	2	0%	-3	0%	0.9%	-18%	-10	0
Cc1cc(NC(=O)CCNS(=O)(=O)c2ccc3[nH]c(=O)oc3c2)ccc1Br
  -5	4	0%	3	-7%	-0.5%	4%	-7	-6
O=C1CCC(=O)N(O)CCCCCNC(=O)CCC(=O)N(O)CCCCCNC(=O)CCC(=O)N(O)CCCCCN1
  -5	0	-1%	-12	0%	-0.1%	-4%	3	nt
Cn1c(SCC(=O)Nc2ccccc2Br)nnc1-c1cnccn1
  -8	0	-1%	0	3%	8.2%	7%	9	-10
COc1ccc(NC(=O)COC(=O)CCCc2c[nH]c3ccccc23)cc1OC
  -15	7	-6%	-2	1%	0.1%	4%	8	-26
O=C(CCCSc1nnnn1-c1ccccc1)c1ccc(F)cc1
  -14	6	nt	3	nt	3.7%	nt	5	nt
COc1ccc(-c2cn3nc(N4CCC(C(=O)NCc5ccc(F)cc5)CC4)sc3n2)cc1
  8	-1	5%	-1	2%	1.3%	-6%	4	-10

One compound at a time, from the list above:
Cc1ccc2nc(-c3ccc(NC(=O)c4ccc(S(C)(=O)=O)cc4)cc3)sc2c1 is listed with D1 antag: 8; D1 agonist: 1; Glioma ERSR ind: 6%; D1 potentiator: 0; Vif-APOBEC3G blk: 5%; RXFP1 ag: 1.3%; Vif-A3F inh: -2%; D2 PAM: 10; RXFP1 antagonist: 7
O=C(CCCSc1nnnn1-c1ccccc1)c1ccc(F)cc1 is listed with D1 antag: -14; D1 agonist: 6; Glioma ERSR ind: nt; D1 potentiator: 3; Vif-APOBEC3G blk: nt; RXFP1 ag: 3.7%; Vif-A3F inh: nt; D2 PAM: 5; RXFP1 antagonist: nt
Cc1cccc(NC(=O)C(C)C(=O)c2ccccc2)c1 (configuration not stated) is listed with D1 antag: -6; D1 agonist: 3; Glioma ERSR ind: -1%; D1 potentiator: 2; Vif-APOBEC3G blk: -3%; RXFP1 ag: 1.3%; Vif-A3F inh: 7%; D2 PAM: 5; RXFP1 antagonist: 1

Three records drawn at random from those above, as already listed:
Every second line gives: D1 antag	D1 agonist	Glioma ERSR ind	D1 potentiator	Vif-APOBEC3G blk	RXFP1 ag	Vif-A3F inh	D2 PAM	RXFP1 antagonist
O=C1CCC(=O)N(O)CCCCCNC(=O)CCC(=O)N(O)CCCCCNC(=O)CCC(=O)N(O)CCCCCN1
  -5	0	-1%	-12	0%	-0.1%	-4%	3	nt
CCCc1cc(=O)oc2c3c(cc(OCC(=O)NCC4CCC(C(=O)O)CC4)c12)OC(C)(C)CC3 (configuration not stated)
  -7	2	7%	-3	3%	9.9%	-6%	10	nt
CCOc1ccc(NC(=O)CN(C)C(=O)C2CC(=O)N(c3cccc(SC)c3)C2)cc1OCC (configuration not stated)
  nt	nt	0%	nt	3%	nt	0%	nt	-5

Screening results from PubChem.
